# human PMI inhibition: MPI enzyme activity inhibition – biochemical, fluorescence intensity, coupled assay, primary screen (AID 1209); purified PMI enzyme, coupled fluorescence intensity; higher % means a stronger effect; inhibition, % at 20 µM; hits with a dose series show IC50 in µM; hit rate 0.42% among 190,000;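 further: plate controls were DMSO vehicle for no effect and wells lacking substrate for full effect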
# WT yeast gro inh: growth inhibition of WT yeast, mitochondrial fusion screen | mitochondrial fusion phenotypic screen, WT strain | inhibition, % at 10 µM | AID 1362 | hit rate 2.1% among 190,000; in the data active means inhibition above about 58%; tested in S. cerevisiae
# bCat nuc transl: beta-catenin nuclear translocation modulation. nuclear translocation activity, % at 5 µM. AID 1665. hit rate 0.3% among 190,000. HeLa beta-catenin nuclear translocation, immunofluorescence imaging;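 active means nuclear translocation activity above 50% at 5 µM, with a well cell count of 50 or more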;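 further: per-cell ratio of nuclear to cytoplasmic median beta-catenin stain intensity; plate controls were DMSO negative control for no effect and GSK-3 inhibitor IX positive control for full effect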
#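 System: HeLa cells, endogenous beta-catenin; compound dosing: 5 µM primary single dose, 0.1% DMSO, 0.02–20 µM confirmation series; incubation: 24 h compound exposure at 37°C, 5% CO2; signal: beta-catenin immunofluorescence imaging with DAPI; evaluation: % activation, nuclear-to-cytoplasmic median beta-catenin signal ratio per cell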
# PMI inhibition: human PMI inhibitors, high substrate, primary screen, biochemical, fluorescence intensity, high mannose 6-phosphate (AID 1220) | inhibition, % at 20 µM, or IC50 in µM where a hit was titrated | hit rate 0.66% among 190,000 | recombinant PMI enzyme, coupled fluorescence intensity; higher % means a stronger effect
# MT stabilizer: microtubule stabilizers in HeLa cells. HeLa tubulin immunostaining HCS, 24 h; share of cells brighter than vehicle mean+2SD. % tubulin-high responders, % at 10 µM. hit rate 0.83% among 200,000. AID 2205;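 active means plate Z-score above 3 for both tubulin-high and condensed-nucleus cell shares, with cell loss under 80%, at 10 µM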;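 further: anti alpha tubulin signal scored within the nucleus-defined area of each cell; some results filed as inactive read as strong as hits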
# Ins promoter up: MIN6 insulin promoter up-regulation | MIN6 insulin promoter-GFP reporter, high-content imaging; stronger effect = higher value | z-score at 5 µM | hit rate 0.3% among 190,000;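 active means z-score above 3 at 5 µM with at least 500 cells counted in the well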
# Autophagy HCS: autophagy modulation, high-content screen; MEF GFP-LC3 puncta imaging; test concentration mostly 10 µM; calls only at 10 µM (by protocol); hit rate 0.98% among 190,000; AID 463193;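 active means percentage of spot-positive cells more than 3 SD above its plate mean, without a fluorescence outlier flag or 80% toxicity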;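 further: spot-positive cell cutoff set from DMSO-treated cells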
# Dynein transport: dynein cargo transport inhibition; 3617.4 mouse cells, GR-EGFP nuclear translocation imaging; test concentration mostly 20 µM; stimulated with dexamethasone, 1 µM; stronger effect = lower value; z-score, hits read low; hit rate 0.47% among 220,000; AID 1381;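 active means plate z-score of nuclear minus cytoplasmic receptor signal below a set negative limit, without overly bright fluorescence or cell loss, cut at about -3.5 in these data, passing the limit was not always enough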;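 further: z-score of nuclear minus cytoplasmic ring GR-EGFP intensity difference per well; some compounds called inactive have numbers as strong as hits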
#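 Medium: Induction medium lacking tetracycline, stripped serum | Probe or stimulus: 1.0 µM final dexamethasone stimulus | Schedule: 48 h induction, then 1 h compound, then 30 min agonist, 37 °C | Signal: Automated 10x imaging of fixed Hoechst-stained cells | Evaluation: Per-cell GR-EGFP intensity, nucleus versus surrounding cytoplasmic ring, well-averaged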
# Yfh1-off respiration: enhancers of respiration in Yfh1-depleted yeast, dose response, Friedreich's ataxia, plus single-dose screen (AID 1465) | S. cerevisiae Yfh1-off respiration, WST-1 reduction, 72 h; higher fold induction means a stronger effect | one-dose fold induction at 50 µM; EC50 in µM for titrated hits | hit rate 0.074% among 220,000;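 active means fold induction of absorbance versus untreated yeast above a set limit, then at least 30% activation at any dose in follow-up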;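 further: activators that raise dye reduction in frataxin-depleted yeast; strong numbers were not always called active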
# WT yeast gro inh mutant strain: also measured in WT yeast gro inh; calls as there; inhibition, %; mitochondrial fusion phenotypic screen, mutant strain inhibition
# Dynein transport cytoplasmic EGFP: recorded beside Dynein transport, whose call it bears; z-score; measured here: cytoplasmic GR-EGFP intensity; stronger effect = higher value
# Dynein transport nuclear GR-EGFP: further read-out of Dynein transport, marked with its call; z-score; measured here: nuclear GR-EGFP intensity;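 lower value marks the stronger effect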
# Dynein transport cell count: also measured in Dynein transport; calls as there; z-score; measured here: cell count per field
# Ins promoter up cell count: second read-out of Ins promoter up, no call of its own (marks repeat the call); cell count; measured here: cytotoxicity, nuclei count;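 total cells summed across four imaged fields per well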
# bCat nuc transl cell count 5 µM: further read-out of bCat nuc transl, marked with its call; cell count; measured here: cell count, cytotoxicity flag
# MT stabilizer Hoechst-high %: recorded beside MT stabilizer, whose call it bears; % Hoechst-high responders; measured here: nuclear condensation Hoechst responders;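 share of cells brighter than vehicle mean plus two SD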
# MT stabilizer cytotoxicity %: recorded beside MT stabilizer, whose call it bears; toxicity, %; measured here: cytotoxicity by cell density;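 0% = mean cell density of plate MIN control wells and 100% = no cells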
# Autophagy HCS cell loss 18 h: recorded beside Autophagy HCS, whose call it bears; toxicity, %; measured here: cell loss, nuclei count;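 cell loss after 18 h compound exposure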
# * = called active by the depositor; i = inactive; / = no result given; + = active, no number. Unless noted, no stated cut-off is given here; in the data, active means inhibition above about 50%; inactive means the rest.
SMILES,human PMI inhibition,WT yeast gro inh,WT yeast gro inh mutant strain,bCat nuc transl,bCat nuc transl cell count 5 µM,PMI inhibition,MT stabilizer,MT stabilizer Hoechst-high %,MT stabilizer cytotoxicity %,Ins promoter up,Ins promoter up cell count,Autophagy HCS,Autophagy HCS cell loss 18 h,Dynein transport,Dynein transport cytoplasmic EGFP,Dynein transport nuclear GR-EGFP,Dynein transport cell count,Yfh1-off respiration
O=C(COC(=O)C1CC(=O)N(Cc2ccccc2)C1)c1ccc(F)cc1 (stereo unspecified),-5%,-4,-3,5.1,1024,-9%,3.4,2.5,8.7,-0.29,1167,i,-3,-1.6,-0.21,-0.8,0.87,i
O=C(COC(=O)c1ccncc1)NCCCc1ccccc1,-13%,-3,11,-1.4,946,-2%,3.6,1.7,6.4,-0.31,1194,i,4,-0.67,-0.29,-0.21,0.31,i
CC(C)CN1C(=O)NC(NC(=O)c2cccnc2)(C(F)(F)F)C1=O (stereo unspecified),2%,-4,11,-3.1,990,8%,4.0,2.5,5.8,0.35,1568,i,2,-0.23,-0.26,-0.73,-0.42,i
Clc1cccc(CN2CCN(c3nc4nonc4nc3NC3CC3)CC2)c1,-2%,-1,-18,-1.6,1034,-5%,3.6,2.4,14,/,/,i,5,1.6,0.14,1.3,-1.7,i
Cc1nc(SCC(=O)N2CCC(C(N)=O)CC2)n[nH]1,11%,4,8,/,/,9%,4.4,1.7,5.3,0.03,934,i,27,-0.65,-0.19,-0.45,0.052,i
CCCSc1nc(C)c(CC(=O)O)c(=O)[nH]1,-6%,9,0,-0.6,1145,-4%,2.6,3.0,16,0.84,1266,i,-1,0.31,-0.36,-0.3,0.42,i
CCc1ccc(-c2nnn(Cc3nn[nH]n3)n2)cc1,-8%,-10,7,-4.0,966,-2%,2.4,2.3,4.2,0.38,1296,i,-7,0.52,-0.22,0.61,0.52,i
C/C(=C\C(=O)c1ccccc1)NCc1ccc(F)cc1,1%,5,9,-1.0,1405,-2%,3.1,2.3,4.9,-0.64,982,i,12,2.3,-0.2,1.9,-1.5,i
Cc1csc(NC(=O)NC2(C(F)(F)F)Oc3ccccc3O2)n1,35%,8,1,0.8,1384,7%,4.1,1.5,11,0.29,1792,i,14,-1.4,0.14,-0.33,0.02,i
C/C(=N/OC(=O)c1c(-c2c(F)cccc2Cl)noc1C)c1cnccn1,12%,-14,5,-3.8,991,2%,3.7,3.3,5.9,0.35,1426,i,-30,-0.68,-0.29,-0.45,0.7,i
Cc1ccc(-c2nn[nH]n2)cc1Cl,/,/,/,-0.1,1272,/,/,/,/,0.09,1056,/,/,1.6,-0.16,0.71,-0.6,i
COc1cc(N(C)C)c([N+](=O)[O-])cc1C(=O)N1CCN(Cc2ccccc2)CC1,-15%,-7,-3,-0.4,1096,-7%,4.0,1.8,4.6,/,/,i,20,-0.43,-0.32,-0.27,0.62,i
CCCCOC(=O)Cn1c(=O)n(CC(=O)OCCCC)c2ccccc21,-2%,-5,0,/,/,-2%,1.1,2.2,19,/,/,i,-1,0.88,-0.25,0.059,-0.57,i
CC(=O)Oc1ccc(/C=N/NC(=O)CCSc2ccccc2)cc1,11%,17,-1,1.0,1078,4%,2.0,3.1,10,/,/,i,1,0.013,-0.39,-0.086,0.88,i
O=C(CSc1nnc(CNC(=O)c2ccco2)o1)c1ccccc1,-2%,-20,-6,/,/,-4%,1.5,1.0,7.7,1.1,834,i,1,0.47,0.17,0.61,-0.71,i
COc1ccc(OC)c(N/C(C)=C/C(=O)c2ccc(Br)cc2)c1,7%,22,16,-4.4,1085,9%,2.9,2.1,5.3,0.58,1325,i,19,-0.17,-0.25,0.12,0.74,i
CCCc1cc(C(=O)NC2CCCC2)no1,8%,17,2,-0.9,1135,2%,1.8,2.6,5.6,/,/,/,/,-0.44,-0.21,0.051,-0.051,i
OCCOCCOc1ccccc1OCCOCCO,-10%,1,6,0.6,1185,-11%,3.5,3.5,6.8,0.11,1124,i,5,0.84,-0.27,0.025,-0.25,i
COC(=O)c1c(NC(=O)c2c(-c3ccccc3Cl)noc2C)sc2c1CCC2,5%,75*,32*,/,/,0%,1.3,1.4,9.9,-0.75,888,i,-4,-0.97,-0.23,-0.32,0.81,/
CCOc1ccc(C(=O)NCC(=O)OCc2ccc(F)cc2Cl)cc1,12%,1,4,1.6,1144,1%,2.4,3.1,3.7,0.01,1328,i,6,-0.41,-0.093,-0.0037,0.12,i
COc1ccc(NS(=O)(=O)c2ccc(N3CCCC3)c(NC(=S)Nc3ccc(SC(F)F)cc3)c2)cc1,59%*,-17,3,-1.0,1106,24%,5.1,2.1,5.1,-1.1,1407,i,2,0.15,-0.17,0.4,-0.57,i
Clc1ccsc1-c1ccnc(-n2cccc2)n1,0%,35,29,1.7,1393,-4%,4.4,1.7,2.5,/,/,i,13,-0.94,-0.32,-0.29,0.78,i
COc1c(S(=O)(=O)N2CCN(c3ccc(F)cc3)CC2)ccc(Cl)c1Cl,11%,42,20,/,/,17%,1.9,1.8,8.3,-0.89,1044,i,27,-0.079,-0.3,0.18,-0.29,i
CCOCCOC(NC(=O)c1ccccc1)(C(F)(F)F)C(F)(F)F,-6%,-12,-7,-2.1,1100,-23%,3.3,3.0,5.8,-0.38,1453,i,-14,-0.65,-0.33,-0.61,0.69,i
C=CCn1c(SCC(=O)Nc2nc(C)cs2)nnc1C(NC(=O)c1ccccc1)C(C)C (stereo unspecified),5%,2,8,0.4,496,3%,4.0,2.5,6.1,/,/,i,-10,-0.78,-0.25,-0.39,0.18,i
CCCCNC(=O)Cn1cnc2sc(C)c(S(=O)(=O)N3CCN(c4ncccn4)CC3)c2c1=O,-3%,-4,-38,-1.6,1157,2%,1.6,1.9,5.0,-0.04,1369,i,-1,0.1,-0.38,-0.12,0.34,i
Cn1cc(-c2nnnn2-c2ccc(Cl)cc2)c(C(F)(F)F)n1,20%,11,-17,0.6,1012,20%,1.3,2.2,12,0.5,1739,i,-3,/,/,/,/,i
Cc1cc(C)cc(NS(=O)(=O)c2ccc(NC(=S)Nc3ccccc3)cc2)c1,13%,0,4,-0.3,977,16%,3.3,3.0,6.3,-0.39,1105,i,2,-0.78,-0.27,-0.62,0.28,i
Cc1cc(NCc2ccccc2)nc(N2CCOCC2)n1,-5%,46,12,1.8,1344,-4%,2.5,2.1,11,-0.22,1389,i,4,0.44,0.045,0.55,-0.96,i
CC(C)C(=O)N=C1SC2CS(=O)(=O)CC2N1Cc1ccc(Cl)cc1 (stereo unspecified),/,/,/,-0.7,1335,/,/,/,/,-0.31,1114,/,/,0.7,-0.27,0.24,0.012,i
c1ccc(CN2CCOCCOCCOCCOCC2)cc1,/,/,/,-1.9,1235,/,/,/,/,0.86,1032,/,/,1.2,-0.28,0.16,-0.31,i
COc1ccc(CCNC(=O)COC(=O)c2cc(S(=O)(=O)NCc3ccccc3)ccc2O)cc1OC,/,/,/,-0.5,1303,/,/,/,/,-0.03,1107,/,/,0.035,-0.23,0.11,1,i
COc1ccc(C(=O)NNC(=O)CSc2ccccc2)cc1,7%,0,-8,0.0,964,1%,2.1,2.1,5.5,0.24,1451,i,5,-0.4,-0.29,-0.059,0.17,i
CC(=O)/C(=N\Nc1ccc(Cl)cc1Cl)Sc1cccc2cccnc12,2%,12,-10,-0.4,1128,1%,0.8,3.3,5.8,-0.23,863,+,-7.6*,-0.23,0.2,-0.26,0.23,i
COc1cc(C(=O)N/N=C2\CCS(=O)(=O)c3ccc(F)cc32)cc(OC)c1OC,-7%,-8,11,-2.2,515,-5%,3.9,5.5,3.0,0,1353,i,3,-0.88,-0.028,-0.72,0.81,i
CCOC(=O)c1ccc(NC(=S)NNC(=O)COC)cc1,3%,-2,-4,-2.4,1013,-8%,4.0,2.8,7.0,0.47,1430,i,-20,-0.74,0.64,-0.43,0.7,i
C/C(N)=C(/C#N)C(=O)CSc1nnc(SCc2ccc(Cl)cc2)s1,10%,20,18,1.1,1228,11%,4.3,3.2,5.7,0.72,1214,i,-11,-1.2,-0.097,-1.2,0.19,i
CCOC(=O)C1CCN(C(=O)C2CCCCC2)CC1,14%,5,-3,/,/,12%,3.4,1.8,4.9,0.14,1388,i,-5,1.5,-0.14,0.16,-1.7,i
OCCC1CN(Cc2cc(F)ccc2-n2cccn2)CCN1Cc1ccc(F)cc1 (stereo unspecified),/,/,/,0.8,1389,/,/,/,/,0.45,1092,/,/,0.8,-0.023,0.3,-1.7,i

# Sorted by the number under Dynein transport (descending): 3 from the list above.
Structure	human PMI inhibition	WT yeast gro inh mutant strain	PMI inhibition	MT stabilizer Hoechst-high %	Dynein transport	Dynein transport cytoplasmic EGFP	Dynein transport nuclear GR-EGFP	Dynein transport cell count
COc1ccc(C(=O)NNC(=O)CSc2ccccc2)cc1	7%	-8	1%	2.1	-0.4	-0.29	-0.059	0.17
CCOC(=O)c1ccc(NC(=S)NNC(=O)COC)cc1	3%	-4	-8%	2.8	-0.74	0.64	-0.43	0.7
COc1cc(C(=O)N/N=C2\CCS(=O)(=O)c3ccc(F)cc32)cc(OC)c1OC	-7%	11	-5%	5.5	-0.88	-0.028	-0.72	0.81

# Bioassay records: PubChem BioAssay, several laboratories
